OPRM1-OPRD1 inv: mu-delta opioid heterodimer inverse agonism; P35372+P41143; cell-based MOR-DOR heterodimer luminescence; inhibition, % at 9.3 µM; 340,000 tested, 0.21% active; AID 504357; in the data active = inhibition above about 22%, passing the limit was not always enough;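 note: 0% = cells with DMSO and 100% = wells without cells with DMSO; values of inactives mirror those of a sister screen read the other way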
HTR5A inv ag: HTR5A inverse agonism, opioid heterodimer counter-screen; P47898; HTR5A cell line, luminescence; inhibition, % at 9.3 µM; 340,000 tested, 0.083% active; AID 504634; in the data active = inhibition mostly above about 23%, no sharp cut-off; inactive = mostly below about 18%;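 note: 0% = cells with DMSO and 100% = no-cell wells with DMSO; some compounds called inactive have numbers as strong as hits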
MOR-DOR ag: OPRM1-OPRD1 heterodimerization agonism | P35372+P41143 | cells, luminescence | activation, % at 9.3 µM | 340,000 tested, 0.3% active | AID 504326; in the data active = activation above about 18%;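 note: 0% = vehicle-treated cells and 100% = reference agonist; values of inactives mirror those of a sister screen read the other way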
Ecoli viability: reduces bacterial viability in AddAB counter-screen; E. coli V3065 growth, OD600 absorbance, 18 h; inhibition, % at 11.9 µM; 330,000 tested, 0.27% active;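 active = inhibition above the campaign's mean inhibition across all tested compounds plus 3 SD, cut at about 9.9% in these data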;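 note: uninfected addAB+ strain grown without phage in ampicillin broth; 0% = DMSO wells and 100% = ciprofloxacin 0.95 µg/ml wells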
AddAB inh: less growth of phage-infected E. coli with AddAB. E. coli expressing H. pylori AddAB, absorbance growth. 330,000 tested, 0.29% active. inhibition, % at 11.9 µM; in the data active = inhibition above about 12%;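 note: 0% = vehicle wells of infected cells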
phage Ecoli inh: E. coli growth loss with phage present; growth absorbance; 360,000 tested, 0.26% active; inhibition, % at 11.9 µM; in the data active = inhibition above about 11%
Pemphigus Ab inh: blocks pemphigus antibody binding to human desmoglein-3 | P32926 | DSG3-coupled beads, scFv-anti-DSG3-GFP binding, flow cytometry; hits give low values | binding (percent of control), % at 10 µM | 310,000 tested, 0.48% active | AID 588358;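 active = binding more than 3 SD below its plate's average and above zero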;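 note: hits lower antibody fragment binding to DSG3; some compounds called inactive have numbers as strong as hits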
Target sequence (P32926 whole entry, looked up, the tested form may be a part): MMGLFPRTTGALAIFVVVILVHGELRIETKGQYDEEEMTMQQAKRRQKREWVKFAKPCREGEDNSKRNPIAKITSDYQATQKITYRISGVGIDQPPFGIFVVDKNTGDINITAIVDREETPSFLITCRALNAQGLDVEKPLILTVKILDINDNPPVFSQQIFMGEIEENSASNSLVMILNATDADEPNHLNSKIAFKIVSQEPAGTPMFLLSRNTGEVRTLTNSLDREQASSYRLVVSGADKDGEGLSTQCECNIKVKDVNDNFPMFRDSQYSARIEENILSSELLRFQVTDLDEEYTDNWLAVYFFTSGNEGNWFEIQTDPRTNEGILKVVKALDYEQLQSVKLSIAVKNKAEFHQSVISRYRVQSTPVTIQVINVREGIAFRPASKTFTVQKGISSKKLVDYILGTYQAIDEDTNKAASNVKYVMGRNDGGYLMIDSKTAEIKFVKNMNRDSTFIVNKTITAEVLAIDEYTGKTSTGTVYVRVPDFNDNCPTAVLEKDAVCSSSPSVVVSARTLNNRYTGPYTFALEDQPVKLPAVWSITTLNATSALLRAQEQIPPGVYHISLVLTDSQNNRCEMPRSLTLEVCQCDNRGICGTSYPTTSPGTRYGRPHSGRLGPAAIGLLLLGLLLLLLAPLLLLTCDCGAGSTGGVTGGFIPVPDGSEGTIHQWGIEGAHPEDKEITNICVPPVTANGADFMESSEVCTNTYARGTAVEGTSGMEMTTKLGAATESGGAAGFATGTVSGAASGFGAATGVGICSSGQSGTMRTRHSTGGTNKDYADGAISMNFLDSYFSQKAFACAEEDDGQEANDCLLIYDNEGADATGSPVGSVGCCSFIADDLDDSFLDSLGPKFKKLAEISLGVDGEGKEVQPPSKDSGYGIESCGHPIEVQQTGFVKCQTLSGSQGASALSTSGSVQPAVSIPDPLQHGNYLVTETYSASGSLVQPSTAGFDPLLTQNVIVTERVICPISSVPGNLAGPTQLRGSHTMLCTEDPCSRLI
PfHsp90 set2: inhibits growth of yeast expressing Plasmodium falciparum Hsp90 | inhibition, % at 9.4 µM | AID 504621 | S. cerevisiae expressing PfHsp90, BacTiter-Glo ATP, 48 h; yeast lacking PDR1 and PDR3 efflux regulators | 310,000 tested, 0.32% active;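 active = every replicate shows inhibition above about 80%, whatever the replicate mean, limit read from the data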;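 note: 0% = DMSO neutral controls and 100% = 20 µM radicicol positive controls; yeast relying on Plasmodium falciparum Hsp90 in place of its own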
PKA-R1A activ: PKA-R1A complex activation | P00514+P68181 | PKA-R1A dissociation, Cy5-IP20 fluorescence polarization; scaled: DMSO 0%, 113 µM cGMP 100% | activation, % at 11.4 µM | 340,000 tested, 0.083% active | AID 504707;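 active = percent activation above the mean of all tested compounds plus 3 SD, cut at about 19% in these data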;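 note: higher means more PKAc released from R1A so a rise in polarization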
SUMO Mot1 rescue: inhibitors of SUMOylation pathway: yeast Mot1-301 growth rescue; S. cerevisiae Mot1-301 growth rescue, ATP luminescence, 38.5C; percent above DMSO median, 100 means doubled; growth rescue, % at 18.8 µM; 320,000 tested, 1% active;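 active = every valid replicate shows activation above 250% relative to neutral control wells; inactive = the rest, any valid replicate at or below 250%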;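 note: OY570 slx delta 5 strain wells were the positive control but not used for scaling; some compounds called inactive have numbers as strong as hits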
HTR5A ag: counter-screen for OPRM1-OPRD1 agonists: human HTR5A agonism. P47898. HTR5A agonist assay, luminescence, cell-based. activation, % at 9.3 µM. 340,000 tested, 0.61% active; in the data active = activation mostly above about 9.5%, no sharp cut-off; inactive = mostly below about 7.6%;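 note: 0% = cells with vehicle only and 100% = reference agonist; strong numbers were not always called active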
The depositor's hits bear a star; . = no result given.

SMILES | OPRM1-OPRD1 inv | HTR5A inv ag | MOR-DOR ag | Ecoli viability | AddAB inh | phage Ecoli inh | Pemphigus Ab inh | PfHsp90 set2 | PKA-R1A activ | SUMO Mot1 rescue | HTR5A ag
NC(=O)CSc1nnc(COc2ccccc2)n1CCc1ccccc1 | 8 | -2 | -1.6 | 1.1 | 0.3 | 2.3 | 97 | 8 | -5 | 5 | 3
CCNC(=S)N(CCc1c(C)[nH]c2ccccc12)Cc1cc(OC)c(OC)c(OC)c1 | 3 | -25 | -0.6 | -0.9 | 0.3 | 1.4 | 98 | 7 | 4 | -10 | 9
COc1ccc(NC(=O)CN(C)C(=O)c2ccc3c(c2)S(=O)(=O)N=C2CCCCCN23)cc1 | 10 | -10 | -1.8 | 1.6 | 0.4 | 1.0 | 112 | -6 | 10 | -8 | 3
COCCNC(=O)C(=O)Nc1ccc2c(c1)N(S(=O)(=O)c1cccs1)CCC2 | 17 | 8 | -2.6 | 0.8 | -0.4 | 0.6 | 101 | 9 | 3 | 193 | -3
COc1ccc(S(=O)(=O)NC(CC(=O)NCCc2ccc(OC)c(OC)c2)C(C)C)cc1 (stereo unspecified) | 12 | 10 | -2.7 | -0.6 | -2.2 | -0.1 | . | 14 | -1 | -13 | 0
Cc1cc(C)n(-c2ccc(C(=O)N3CCC(CO)(Cc4ccccc4)CC3)cc2)n1 | -3 | -17 | 0.6 | -0.2 | 2.1 | 1.0 | 104 | -5 | -2 | -13 | -1
CCOC(=O)N1CCN(c2c(NCc3ccc(N(C)C)cc3)c(=O)c2=O)CC1 | 2 | 18 | -0.3 | -0.9 | 2.9 | 5.7 | 89 | 2 | -3 | -12 | -7
Cc1ccc(-c2cc(C(F)F)n3ncc(C(=O)Nc4ccc(S(=O)(=O)Nc5ccccc5C)cc4)c3n2)cc1 | 11 | 9 | -2.5 | -0.3 | 2.1 | 0.8 | 103 | -46 | -4 | -1 | 2
COc1ccc2c(COC(=O)c3ccc(C)c(S(=O)(=O)N4CCOCC4)c3)cc(=O)oc2c1 | -7 | 8 | 1.7 | . | . | 0.9 | 101 | . | 8 | . | 0
O=C(NNC(=O)c1ccccc1-n1cccc1)c1ccc(Cl)c(Cl)c1 | -2 | 12 | 0.4 | -1.1 | 3.1 | 0.9 | . | -10 | -8 | 4 | 5
NNC(=O)c1nc(-c2ccccc2)n2c1CCCCC2 | 5 | 11 | -1.0 | 0.3 | 2.3 | 4.1 | . | -24 | -15 | 10 | 1
CC(C)(C)c1cc(C(=O)N/N=C/c2ccco2)n[nH]1 | 6 | 0 | -1.1 | 2.0 | 3.4 | 4.2 | 96 | -9 | -4 | -1 | -1
COc1ccc(OCC(=O)N2CCN(c3cccc(C(F)(F)F)c3)CC2)cc1 | -11 | 15 | 1.9 | 2.3 | 5.0 | 0.6 | . | . | -9 | -2 | -6
Cc1ccccc1NC(=O)Cn1nnc(S(=O)(=O)c2ccc(C(C)(C)C)cc2)c1N | 11 | 4 | -2.1 | -1.9 | 3.5 | 1.7 | 110 | 7 | 1 | 0 | -2
CC1(C)CC(=O)C2=C(C1)N(CC1CCCO1)C(=O)C2(O)C(F)(F)F (stereo unspecified) | 18 | 3 | -3.5 | 4.5 | 5.6 | -0.7 | . | 22 | -6 | 2 | 1
N#Cc1ccc(OCC(=O)NCCc2ccccn2)cc1 | 7 | -8 | -1.1 | -2.6 | 2.0 | 2.0 | 107 | -14 | 5 | 91 | 3
O=C(C1CCCN(Cc2ccccc2)C1)N1CCCCC1 (stereo unspecified) | 4 | 6 | -0.7 | 0.2 | -1.0 | 1.4 | 105 | 10 | 13 | 20 | -2
O=Cc1ccccc1-c1cn(CCCOCc2ccccc2)nn1 | 14 | -16 | -2.5 | 1.8 | -0.5 | 1.0 | 98 | -15 | 0 | -5 | 6
CC(C)(C)c1cccc(Oc2nn[nH]n2)c1 | -1 | 26 | 0.1 | -0.6 | -0.3 | 2.0 | 104 | 7 | 2 | -11 | 2
COc1ccc(C2(CNC(=O)CCC(=O)O)CCCC2)cc1OC | 10 | -25 | -2.0 | 0.4 | 1.0 | 1.6 | 104 | -9 | 6 | -5 | 6

Some of these compounds in order of the SUMO Mot1 rescue value, lowest first.
structure	SUMO Mot1 rescue
CC1(C)CC(=O)C2=C(C1)N(CC1CCCO1)C(=O)C2(O)C(F)(F)F (stereo unspecified)	2
NC(=O)CSc1nnc(COc2ccccc2)n1CCc1ccccc1	5
N#Cc1ccc(OCC(=O)NCCc2ccccn2)cc1	91

The main list resumes, starting two compounds before the break.
SMILES | OPRM1-OPRD1 inv | HTR5A inv ag | MOR-DOR ag | Ecoli viability | AddAB inh | phage Ecoli inh | Pemphigus Ab inh | PfHsp90 set2 | PKA-R1A activ | SUMO Mot1 rescue | HTR5A ag
CC(C)(C)c1cccc(Oc2nn[nH]n2)c1 | -1 | 26 | 0.1 | -0.6 | -0.3 | 2.0 | 104 | 7 | 2 | -11 | 2
COc1ccc(C2(CNC(=O)CCC(=O)O)CCCC2)cc1OC | 10 | -25 | -2.0 | 0.4 | 1.0 | 1.6 | 104 | -9 | 6 | -5 | 6
CC(C)c1ccc(C2N3CC4([N+](=O)[O-])CN2CC([N+](=O)[O-])(C3)C4(C)C)cc1 (stereo unspecified) | 7 | 0 | -1.0 | -3.4 | 2.1 | 2.5 | 107 | -1 | -7 | 9 | 0
CCC(CO)Oc1cc(NCc2ccc(C(F)(F)F)cc2)c2ncn(C(C)C)c2c1 (stereo unspecified) | -1 | -8 | 0.3 | 0.0 | -0.1 | 3.3 | 107 | -10 | -3 | 2 | 9
O=C(O)c1cc(-n2[nH]c(=O)c3ccccc3c2=O)ccc1Cl | -1 | -20 | 0.2 | -1.6 | 1.4 | 3.9 | 92 | 6 | -4 | 8 | 7
CCCc1nc2oc3c(NCCN4CCOCC4)ncnc3c2c2c1CCCC2 | 19 | -3 | -3.0 | -2.6 | 0.9 | -1.6 | 107 | -5 | -4 | -2 | 0

Part of the list above, field by field.
CC(C)c1ccc(C2N3CC4([N+](=O)[O-])CN2CC([N+](=O)[O-])(C3)C4(C)C)cc1 (stereo unspecified)
- OPRM1-OPRD1 inv: 7
- HTR5A inv ag: 0
- MOR-DOR ag: -1.0
- Ecoli viability: -3.4
- AddAB inh: 2.1
- phage Ecoli inh: 2.5
- Pemphigus Ab inh: 107
- PfHsp90 set2: -1
- PKA-R1A activ: -7
- SUMO Mot1 rescue: 9
- HTR5A ag: 0
CCC(CO)Oc1cc(NCc2ccc(C(F)(F)F)cc2)c2ncn(C(C)C)c2c1 (stereo unspecified)
- OPRM1-OPRD1 inv: -1
- HTR5A inv ag: -8
- MOR-DOR ag: 0.3
- Ecoli viability: 0.0
- AddAB inh: -0.1
- phage Ecoli inh: 3.3
- Pemphigus Ab inh: 107
- PfHsp90 set2: -10
- PKA-R1A activ: -3
- SUMO Mot1 rescue: 2
- HTR5A ag: 9
O=C(O)c1cc(-n2[nH]c(=O)c3ccccc3c2=O)ccc1Cl
- OPRM1-OPRD1 inv: -1
- HTR5A inv ag: -20
- MOR-DOR ag: 0.2
- Ecoli viability: -1.6
- AddAB inh: 1.4
- phage Ecoli inh: 3.9
- Pemphigus Ab inh: 92
- PfHsp90 set2: 6
- PKA-R1A activ: -4
- SUMO Mot1 rescue: 8
- HTR5A ag: 7

Screening results as filed in PubChem BioAssay.

Compounds as they come; any-hit rate near 3.2%.
